Compound activity deposited in PubChem by several laboratories.
PHOSPHO1 inh – inhibitors of human PHOSPHO1 phosphatase | AID 1565 | Q8TCT1 | actives 1.1% (n = 290,000) | recombinant PHOSPHO1, absorbance phosphatase assay | inhibition, % at 13.3 µM; in the data active = inhibition above about 60%
Target sequence (Q8TCT1 whole entry, looked up): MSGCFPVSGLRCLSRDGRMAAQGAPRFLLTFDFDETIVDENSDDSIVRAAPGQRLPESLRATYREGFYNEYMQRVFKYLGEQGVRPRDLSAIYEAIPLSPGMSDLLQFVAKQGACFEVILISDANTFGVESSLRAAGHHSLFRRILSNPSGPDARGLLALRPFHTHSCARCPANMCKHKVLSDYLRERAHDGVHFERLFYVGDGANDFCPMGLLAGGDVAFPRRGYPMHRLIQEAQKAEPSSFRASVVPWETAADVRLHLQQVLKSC
IMP-1 inhibitor – blocks Pseudomonas aeruginosa IMP-1 metallo-beta-lactamase; purified IMP-1, nitrocefin hydrolysis, epi-absorbance fluorescence; inhibition, % at 5.6 µM; actives 0.45% (n = 290,000); AID 1556;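 active = inhibition above the mean plus 3 SD of all compounds in the same screening run, cut at about 4.5% in these data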;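 also: 0% = IMP-1 with DMSO and 100% = DMSO wells lacking enzyme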
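System: purified IMP-1 / Input: IMP-1 dispensed at 0.2 nM / Medium: 50 mM HEPES pH 7.1, 50 µM ZnSO4, 0.05% Brij 35 / Timing: 15 min enzyme–compound preincubation, then 25 min nitrocefin reaction, 25 °C / Technique: plate fluorescence quenching by hydrolysis product, ex 480/em 530 nm / Repeats: singlicate testing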
PfM18AAP inh – blocks P. falciparum M18 aspartyl aminopeptidase; recombinant PfM18AAP, H-Glu-NHMec fluorogenic cleavage; inhibition, % at 7.35 µM; actives 1.2% (n = 290,000); AID 1822;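 active = inhibition above the campaign mean inhibition over all tested compounds plus 3 SD, cut at about 28% in these data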;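 also: 0% = plate median of test compound wells and 100% = 2 mM ZnCl2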
GPR7 antag – antagonists of human GPR7 (neuropeptides B/W receptor 1) | inhibition, % at 4.4 µM | AID 1861 | GPR7-expressing cells, fluorescence antagonist assay | actives 1.1% (n = 290,000); in the data active = inhibition above about 16%, passing the limit was not always enough;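 also: cells stimulated with the agonist NPW; 0% = agonist with vehicle and 100% = vehicle without agonist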
Target sequence (P48145 whole entry, looked up): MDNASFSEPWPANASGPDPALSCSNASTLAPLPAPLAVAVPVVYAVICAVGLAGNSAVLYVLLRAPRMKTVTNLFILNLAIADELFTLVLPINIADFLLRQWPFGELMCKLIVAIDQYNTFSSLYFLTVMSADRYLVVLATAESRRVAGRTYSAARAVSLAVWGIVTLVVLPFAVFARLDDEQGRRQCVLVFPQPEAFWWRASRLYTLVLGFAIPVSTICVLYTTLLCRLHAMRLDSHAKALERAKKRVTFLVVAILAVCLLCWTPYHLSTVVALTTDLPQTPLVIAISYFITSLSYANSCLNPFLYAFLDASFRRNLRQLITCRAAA
IDE inh – inhibits human insulin-degrading enzyme in HEK cells; P14735; FAbetaB cleavage, fluorescence polarization; inhibition, % at 5.59 µM; actives 0.41% (n = 320,000); AID 434962;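 active = percent inhibition above the average of all tested compounds plus 3 SD, set per screening campaign, cut at about 16% in these data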;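 also: IDE supplied by intact live HEK cells; FP after avidin binding of uncleaved biotin substrate so inhibition keeps polarization high; 0% = DMSO wells and 100% = 60 µM reference IDE inhibitor Ii1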
VIM-2 inh – blocks Pseudomonas aeruginosa VIM-2 metallo-beta-lactamase. actives 0.89% (n = 290,000). purified VIM-2, nitrocefin hydrolysis, epi-absorbance fluorescence. inhibition, % at 5.6 µM. AID 1527;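 active = inhibition above the mean of all tested compounds plus 3 SD, cutoff set per screening run, cut at about 7.5% in these data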;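 also: red hydrolysis product quenches plate fluorescence so inhibitors raise well fluorescence; 0% = enzyme with DMSO and 100% = DMSO without enzyme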
p-CIP stab down – p/CIP protein destabilization. actives 0.01% (n = 290,000). decrease of EGFP signal, % at 10 µM. F442A p/CIP-EGFP cells, EGFP fluorescence, 16 h;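 active = EGFP signal decrease of at least 30% at 10 µM or well 3 SD below plate mean, unless failing retest; inactive = the rest, including hits failing retest or dose response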; also: some compounds called inactive have numbers as strong as hits; many of its hits are not listed in these tables
IDE act – IDE (human) activation, cell-based; actives 0.073% (n = 340,000); HEK cells, FAbeta-B cleavage, fluorescence polarization; 0% vehicle, 100% cell-free pure enzyme wells; activation, % at 5.96 µM;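 active = activation above the mean of all tested compounds plus 3 SD, set per screening campaign, cut at about 17% in these data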
NALP1 yeast inh – blocks the NALP1 inflammasome reconstituted in yeast. inhibition, % at 10 µM. AID 2071. S. cerevisiae NALP1/ASC/caspase-1 growth, X-gal OD620, 72 h. actives 0.61% (n = 280,000); in the data active = inhibition mostly above about 24%, no sharp cut-off; inactive = mostly below about 32%; also: some compounds called inactive have numbers as strong as hits
* = called active by the depositor; / = not tested or not shown.

SMILES | PHOSPHO1 inh | IMP-1 inhibitor | PfM18AAP inh | GPR7 antag | IDE inh | VIM-2 inh | p-CIP stab down | IDE act | NALP1 yeast inh
Cc1ncc(CN2CCCC(C(=O)Nc3ccc(-c4ccco4)cc3)C2)cn1 (stereo unspecified) | 33 | 1.5 | -4 | -6 | -1 | 0.2 | -12 | -2 | -9
Cn1nc(Oc2nc(N3CCOCC3)nc(N3CCOCC3)n2)ccc1=O | 7 | -1.6 | 7 | 3 | 2 | -0.1 | -5 | 4 | -1
CCOc1nc(NC(=O)NS(=O)(=O)Oc2cccc(Cl)c2)nc(-c2ccccc2)n1 | 0 | 0.4 | -13 | -7 | / | 2.5 | -8 | 3 | 27
Cc1csc(SCC(=O)Nc2ccc3c(c2)OCCO3)n1 | -9 | -2.1 | 2 | 1 | -3 | -1.7 | -2 | -3 | 1
COc1ccc(N=C(C)C2=C(O)CSC2=O)cc1 | 89* | -1.4 | -17 | 3 | 5 | -2.9 | -1 | 7 | 33
CC1(c2ccccc2)CC(C)(C)N(C(=O)CSc2nnc(N)s2)c2ccccc21 (stereo unspecified) | 14 | -3.4 | -7 | -8 | 0 | 0.3 | -6 | 2 | 24
O=C(O)C=C1C2CC3CC(C2)CC1C3 | -5 | -6.0 | -11 | -4 | -2 | -2.5 | 5 | -2 | 5
CS(=O)(=O)N(Cc1ccco1)CC(O)Cn1cc(C=O)c2ccccc21 (stereo unspecified) | -3 | -0.1 | -2 | -8 | 3 | -1.4 | -4 | 10 | -1
Cc1ccc(CNC(=O)C(C)C2Sc3ccccc3NC2=O)cc1 (stereo unspecified) | 22 | -0.2 | -15 | -5 | -2 | 1.0 | -5 | 0 | /
CC1(C)CC(=O)C(N=Nc2cc(Cl)c(Cl)c(Cl)c2)=C(O)C1 | 3 | -0.9 | 5 | -11 | -2 | -2.8 | 3 | -1 | 0
COCCn1c(SCC(=O)N2CCOCC2)nc2ccccc2c1=O | 35 | -1.9 | -7 | -16 | 2 | -0.3 | -6 | 1 | 24
COC(CNC(=O)c1ccc2c(c1)ncn2-c1ccc(F)c(F)c1)OC | -15 | -2.7 | 1 | -8 | 5 | -2.6 | 0 | 1 | 10

Arranged by value in IDE act (high to low): some entries from above.
SMILES | PHOSPHO1 inh | IMP-1 inhibitor | PfM18AAP inh | GPR7 antag | IDE inh | VIM-2 inh | p-CIP stab down | IDE act | NALP1 yeast inh
Cc1ccc(CNC(=O)C(C)C2Sc3ccccc3NC2=O)cc1 (stereo unspecified) | 22 | -0.2 | -15 | -5 | -2 | 1.0 | -5 | 0 | /
Cc1ncc(CN2CCCC(C(=O)Nc3ccc(-c4ccco4)cc3)C2)cn1 (stereo unspecified) | 33 | 1.5 | -4 | -6 | -1 | 0.2 | -12 | -2 | -9
Cc1csc(SCC(=O)Nc2ccc3c(c2)OCCO3)n1 | -9 | -2.1 | 2 | 1 | -3 | -1.7 | -2 | -3 | 1

Following part
SMILES | PHOSPHO1 inh | IMP-1 inhibitor | PfM18AAP inh | GPR7 antag | IDE inh | VIM-2 inh | p-CIP stab down | IDE act | NALP1 yeast inh
CS(=O)(=O)Nc1ccccc1C(=O)Nc1ccccc1C(=O)N1CCCC1 | 48 | -1.2 | 4 | -12 | -1 | -1.4 | -5 | 5 | 3
CC(=O)c1cn(CCC(C)C)c(=O)[nH]c1=O | 4 | -2.3 | 8 | -12 | -5 | -4.5 | -12 | 7 | 18
CC1(C)C(=O)NCCN1C(=O)CCC(=O)O | 11 | -1.9 | -7 | -2 | 1 | -1.5 | -10 | 5 | -79
CC(C)(C)c1ccc(/C=C/C(=O)Nc2ccncc2)cc1 | -9 | 0.8 | -10 | 0 | 3 | 0.3 | -21 | 3 | 31
CCc1nnc(NS(=O)(=O)c2ccc(N3C(=O)c4ccc(C(=O)O)cc4C3=O)cc2)s1 | 6 | -2.7 | -8 | -6 | -3 | -3.0 | -3 | 4 | 6
COc1ccc(CCC(C)NCc2cc(OC)cc(OC)c2)cc1 (stereo unspecified) | / | -1.4 | -11 | -7 | 3 | -1.7 | -5 | 1 | /
CN(CC(=O)Nc1cccc(S(=O)(=O)N(C)C)c1)Cc1ccccc1 | 22 | -1.6 | -5 | 2 | 1 | 1.4 | 2 | 0 | 12
O=C(COc1ccccc1[N+](=O)[O-])Nc1ccccc1N1CCCCC1 | 18 | -1.4 | -7 | -11 | 1 | -0.4 | -9 | 3 | 19
COc1ccc(NC(=O)CN2C(=O)C(c3ccccc3)=NC23CCCCCC3)cc1OC | -12 | -1.3 | 3 | -11 | 5 | 0.6 | -15 | 1 | 15
CC(=O)NS(=O)(=O)c1ccc(NC(=O)C2C3C=CC(C3)C2C(=O)O)cc1 (stereo unspecified) | 14 | -3.8 | -2 | 7 | 1 | -3.1 | -11 | 0 | 13
CCC(C(=O)OC)n1cnc2scc(-c3ccc(C)cc3)c2c1=O (stereo unspecified) | 39 | -3.0 | 6 | -17 | -1 | -1.0 | -7 | -4 | 27
COc1ccc(OCC(O)CNS(=O)(=O)c2ccc(C)cc2)cc1 (stereo unspecified) | 30 | 1.1 | 2 | -2 | 8 | -2.4 | -2 | / | 25
CCN1CCN(c2ccc(NC(=O)c3cccc(F)c3)cc2Cl)CC1 | 45 | -1.3 | -6 | 11 | 2 | -1.4 | -16 | 3 | 6
CSCCC(=O)N1C(C)CCCC1C(=O)O (stereo unspecified) | 23 | -1.7 | -6 | -9 | 10 | -3.0 | -12 | 4 | 17
Cn1c(=O)[nH]c(=O)c2c1nc(N1CCC(Cc3ccccc3)CC1)n2Cc1ccccc1 | 9 | -5.4 | 10 | 9 | 0 | 3.8 | -21 | 2 | -18
COc1ccc(C2CC(c3ccc4ccccc4c3)=NN2C(=O)CNC2CCCCC2)cc1 (stereo unspecified) | -16 | -0.3 | -19 | 18 | 3 | 1.2 | -6 | 6 | 13
S=c1[nH]nc(-c2ccc(Cl)cc2)n1-c1ccc2c(c1)OCCO2 | -12 | -3.2 | 10 | -7 | 4 | 3.4 | -6 | -11 | 19
COc1ccc(C(CC(=O)N2CCCC(C)C2)c2c(OC)cc(OC)c3c(-c4ccccc4)cc(=O)oc23)cc1 (stereo unspecified) | 18 | / | / | / | 1 | / | 15 | 5 | 0
O=C(NCc1ccc(Cl)cc1)c1ccc(CNc2c(N3CCOCC3)c(=O)c2=O)cc1 | 32 | -3.1 | 2 | -13 | -3 | -3.0 | -15 | -8 | /
CC(C)c1ccc(NC2CCCN(C(=O)c3cc(C(C)C)nc(N)n3)C2)cc1 (stereo unspecified) | 29 | -1.1 | 3 | -4 | -2 | -1.4 | -3 | -3 | 9
COCCNC(=O)C(c1ccc(C)o1)N(Cc1cccs1)C(=O)c1snc(C(N)=O)c1N (stereo unspecified) | 4 | -1.5 | 2 | -17 | 4 | -1.0 | -17 | -3 | -5
Cc1ccc(S(=O)(=O)N(CC(=O)NC2CCCC2)c2cccc(C)c2)cc1 | 7 | -2.3 | 2 | -6 | 0 | -6.9 | -3 | -5 | 28
CC(C)(C)c1cc(N)on1 | -5 | -1.3 | 3 | -6 | 2 | -6.5 | -6 | 5 | 31
COc1ccc2c(CC(=O)OCC(=O)c3ccccc3OC)coc2c1 | -9 | -1.7 | -1 | 7 | 2 | -2.9 | -15 | -1 | 12
CCOCCCNC(=O)C1CCCCN1S(=O)(=O)c1ccc(F)cc1 (stereo unspecified) | 8 | -0.4 | -6 | -8 | 10 | -0.1 | -2 | 1 | 14
CCOc1cc(N2CCOCC2)c(OCC)cc1NC(=O)CSc1nccc(C)n1 | 32 | -1.1 | 5 | -5 | 3 | -1.3 | -2 | 4 | -1
Cc1onc(-c2ccccc2Cl)c1C(=O)OCC(=O)c1ccc2c(c1)OCCO2 | -17 | -2.2 | -1 | 3 | 3 | -2.1 | -7 | 4 | 13
CCOC(=O)COc1nc(-c2ccco2)cc(-c2ccco2)c1C#N | 12 | -1.6 | -1 | 4 | -6 | -1.6 | -6 | / | /
CNCCOCC(O)CSc1ccccc1 (stereo unspecified) | -3 | -2.6 | -4 | -12 | 7 | -2.4 | 3 | 3 | -7
Cc1c(C(=O)/C=C/N(C)C)nnn1-c1ccc(Cl)c(Cl)c1 | -10 | -2.8 | 2 | 5 | 4 | -0.7 | -7 | 2 | -1
Cc1ccc(C)c(CN2CCN(c3ncccn3)CC2)c1 | / | -2.2 | 0 | -17 | 2 | -2.0 | -8 | 8 | -35
CCSCCOC(=O)C1=C(C)NC(=O)NC1c1cc(OC)ccc1OC (stereo unspecified) | -4 | -1.6 | -10 | -15 | 5 | -0.6 | 2 | -2 | 8
O=C(Nc1cccc(F)c1)c1ccc(Cn2cc([N+](=O)[O-])cn2)o1 | -5 | -1.9 | -3 | 6 | 13 | -1.8 | 4 | 2 | -6
Cc1ccc(NC(=S)N/N=C/c2cccn2Cc2ccccc2F)cc1 | 44 | -3.5 | 5 | -13 | -6 | -3.4 | -10 | 5 | /
Cc1ccc(C(=O)C2=C(O)C(=O)N(CCCN(C)C)C23C(=O)N(C)c2ccccc23)o1 (stereo unspecified) | 21 | / | / | / | -5 | / | -4 | -1 | 3
Cc1cccc(NC(=O)CSc2nc3c(c(=O)[nH]2)CCC3)c1C | 20 | -3.5 | 5 | 0 | 2 | -1.1 | 8 | 5 | 11
O=[N+]([O-])c1ccc(CSc2nnc(-c3cnccn3)o2)cc1 | -9 | -3.9 | 7 | 5 | -3 | -6.7 | -31 | -1 | 0
O=S(=O)(CCSc1ccccn1)c1nc2ccccc2s1 | 14 | -2.8 | 19 | 5 | 0 | -0.8 | -6 | -2 | -20
O=c1cc(N2CCC(Cc3ccccc3)CC2)[nH]c(=O)n1C1CCCCC1 | -7 | -1.7 | -6 | -7 | -5 | -2.4 | 7 | 5 | 12
O=C(/C=C/c1c(F)cccc1Cl)Nc1nn[nH]n1 | 19 | -2.1 | 6 | -8 | 2 | -0.1 | -16 | 4 | 1
CN(CC(=O)Nc1ccccc1Cl)C(=O)COC(=O)CN1C(=O)NC2(CCCC2)C1=O | 33 | -2.2 | -5 | -2 | 1 | -1.9 | -13 | -3 | 2
CC(=O)N1CCN(CCN=CC2=C(O)CC(c3cccs3)CC2=O)CC1 (stereo unspecified) | -15 | -2.6 | 7 | -6 | 1 | -4.8 | -3 | 3 | -9
COc1ccc(NC(=O)c2cc3cc(C)ccc3n2C)c(OC)c1 | 34 | -5.9 | -3 | -12 | 3 | 0.1 | -1 | -1 | 4
Cc1ccc(-c2nnc(-c3cccnc3)o2)cc1 | 7 | -0.9 | -5 | 13 | 2 | -0.5 | 8 | 1 | -1
CCc1cc(C(=O)NCC2CCCO2)sc1C (stereo unspecified) | 3 | -1.4 | 0 | -7 | 3 | -1.1 | 4 | 6 | 12
CC(C)CC1C(C#N)=C(N)Oc2n[nH]c(-c3cccs3)c21 (stereo unspecified) | 11 | -3.1 | 7 | -6 | 10 | 0.6 | -4 | -2 | -14
COc1cc(NC(=S)Nc2ncccc2C)cc(OC)c1OC | 45 | -3.4 | 1 | -12 | 0 | -2.4 | 5 | 5 | 0
CCCC(c1c(C)n(C)n(-c2ccccc2)c1=O)c1c(C)n(C)n(-c2ccccc2)c1=O | 11 | -1.4 | -3 | -8 | 3 | -2.8 | -12 | 4 | -14
COc1ccc(C(=O)N2CCN(C(=O)C3COc4ccccc4O3)CC2)cc1OC (stereo unspecified) | 17 | -0.1 | -16 | -2 | 17* | 1.9 | -9 | -19 | 2
